Bioassay records deposited in PubChem BioAssay by The Scripps Research Institute Molecular Screening Center.
PAFAH2 inh: inhibitors of human PAFAH2; Q99487; recombinant PAFAH2, FP-rhodamine activity probe, fluorescence polarization; inhibition, % at 3.39 µM; 0.99% of 340,000 active;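 active = inhibition above the mean over all tested compounds plus 3 SD, cut at about 30% in these data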;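 also: inhibitors block probe labeling of enzyme so polarization drops; 0% = enzyme with DMSO and 100% = wells lacking PAFAH2 protein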
PAFAH1B2 inh: PAFAH1B2 (human) inhibition; P68402; recombinant PAFAH1B2, FP-rhodamine activity probe, fluorescence polarization; inhibition, % at 3.39 µM; 1.2% of 340,000 active;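 active = inhibition above the mean of all tested compounds plus 3 SD, cut at about 24% in these data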;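 also: 0% = enzyme with DMSO and 100% = wells lacking PAFAH1B2; many of its hits are not listed in these tables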
Target sequence (P68402 whole entry, looked up): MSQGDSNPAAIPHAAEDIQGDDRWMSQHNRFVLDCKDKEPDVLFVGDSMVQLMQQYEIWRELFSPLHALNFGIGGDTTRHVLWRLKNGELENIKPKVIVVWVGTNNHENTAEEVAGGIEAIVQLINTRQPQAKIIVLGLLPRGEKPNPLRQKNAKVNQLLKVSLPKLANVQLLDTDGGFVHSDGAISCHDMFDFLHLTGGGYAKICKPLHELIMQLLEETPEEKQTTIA
PAFAH1B3 inh: inhibitors of human PAFAH1B3; 0.28% of 340,000 active; recombinant PAFAH1B3, FP-rhodamine probe, fluorescence polarization; Q15102; inhibition, % at 3.39 µM;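 active = inhibition above the screen-wide average of all tested compounds plus 3 SD, cut at about 25% in these data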;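 also: 0% = enzyme with DMSO only and 100% = wells lacking PAFAH1B3 protein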
Target sequence (Q15102 whole entry, looked up): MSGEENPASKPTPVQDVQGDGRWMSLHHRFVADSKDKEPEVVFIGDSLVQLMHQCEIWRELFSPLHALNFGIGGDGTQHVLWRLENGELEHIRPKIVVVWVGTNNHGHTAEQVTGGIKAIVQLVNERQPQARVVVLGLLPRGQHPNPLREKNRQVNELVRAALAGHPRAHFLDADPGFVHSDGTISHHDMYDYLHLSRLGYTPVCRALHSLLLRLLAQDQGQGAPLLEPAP
Numbers without * were called inactive.

SMILES | PAFAH2 inh | PAFAH1B2 inh | PAFAH1B3 inh
CCOC(=O)N/N=C\c1ccc(OC/C=C/c2ccccc2)cc1 | -2 | -7 | -4
COc1ccc2oc(C(=O)Nc3cccc(S(=O)(=O)N4CCOCC4)c3)c(C)c2c1 | -3 | 1 | 1
CCN(CC)S(=O)(=O)c1cc(C(=O)Nc2cc(S(=O)(=O)N3CCOCC3)ccc2N2CCN(C)CC2)ccc1C | 7 | -1 | 6
CN(C)S(=O)(=O)c1ccc(Cl)c(NC(=O)CN2CCN(c3ccccn3)CC2)c1 | 6 | 2 | 6
CCOC(=O)Nc1cc(NC(=O)OCC)ncn1 | 1 | -2 | -1
O=C(CC1Sc2ccccc2NC1=O)NNc1ccc(Cl)c(Cl)c1 (stereo unspecified) | 7 | 9 | 12
Nc1nonc1-n1nnc(C(=O)N/N=C/c2cccc(O)c2)c1CN1CCCC1 | -1 | 6 | 4
COc1ccccc1NC(=O)N(Cc1ccco1)Cc1cc2c(C)ccc(C)c2[nH]c1=O | -6 | -1 | 7
Cn1c(=O)oc2cc(S(=O)(=O)Nc3ccccc3O)ccc21 | -3 | -2 | 2
CCOC(=O)N1CCN(CC(O)COCc2ccc(Cl)cc2)CC1 (stereo unspecified) | 3 | 3 | 2
CC1=C(C(=O)Nc2cccc(C)n2)C(c2ccc3c(c2)OCO3)C2=C(CC(c3ccco3)CC2=O)N1 (stereo unspecified) | 5 | 2 | 11
Cc1csc(=O)n1CC(=O)Nc1ccc(C(C)C)cc1 | -2 | 0 | 5
CCN1C[C@@H]2[C@@H]3C(=O)N(C)C(=O)[C@@H]3[C@](Cc3ccccc3)(C(=O)OC)N2C1=NCc1ccccc1 | 0 | 9 | 9
Cc1ccc(S(=O)(=O)NCCC(=O)NC2CCCCCC2)cc1 | 4 | 0 | -5
CC1CC(C)(C)CC2(C1)NC(=O)N(CC(=O)OCC(=O)Nc1cc(S(=O)(=O)N3CCCCC3)ccc1Cl)C2=O (stereo unspecified) | -2 | 8 | 1
O=C(COC(=O)c1ccccc1)NC(=O)NC1CCCC1 | 23 | 3 | 4
COc1nc(-c2ccccc2)nnc1-c1ccccc1 | 8 | -3 | 0
Cc1c(C)c2ccc(O[C@@H]3O[C@H](CO)[C@H](O)[C@H](O)[C@H]3O)c(C)c2oc1=O | 10 | 1 | 0
Cc1ccc(C)c(S(=O)(=O)N2CCN(C(=O)CSc3ccccc3)CC2)c1 | -1 | 6 | 7
Cc1nc(C(=O)N2CCCC(Nc3ccc(C)c(C)c3)C2)cs1 (stereo unspecified) | 0 | 1 | 2
COc1ccc(CNc2nc(-c3cccnc3)nn2C(=O)C(C)C)cc1 | 10 | 6 | 8
Cc1ccc(NC(=O)CN(C)C(=O)Cc2coc3cc(C)c(C)cc23)cc1 | -9 | 21 | 6
C=CCNC(=S)N1N=C(c2ccco2)CC1c1ccco1 (stereo unspecified) | 4 | -6 | 9
Cc1cccc(OCCCN2CCOCC2)c1 | 1 | 2 | 5
CCSc1ccc(-c2ccc(C)cc2)nn1 | 1 | 3 | 5
Cc1ccc(N2CC(C(=O)OCC(=O)Nc3cccc(Cl)c3C)CC2=O)cc1 (stereo unspecified) | 1 | 3 | 2
COc1ccc(C(C)NCCC(c2ccc(OC(C)C)cc2)c2ccccc2OC)cc1 (stereo unspecified) | 2 | 1 | 5
O=C1OC2(c3ccccc31)c1ccccc1-c1ccccc12 | 5 | 7 | 6
CC1(c2cccc3ccccc23)OC(=O)c2ccccc21 (stereo unspecified) | 4 | 3 | 10
CS(=O)(=O)N(CC(=O)N1CCOCC1)c1ccccc1Br | 2 | 0 | 17
Cc1cc(C)c(S(=O)(=O)N2CCCC2=O)c(C)c1N(C)S(C)(=O)=O | -1 | 0 | -2
O=C(O)c1ccc(NS(=O)(=O)c2cccc(C(=O)Nc3ccccc3[N+](=O)[O-])c2)cc1 | 9 | 3 | 6
CCOc1ccc(-n2ccn(CC(=O)NCCc3ccccc3)c(=O)c2=O)cc1 | 8 | 4 | 6
Cc1ccc(S(=O)(=O)N2CCC3CC2c2cc(Cl)ccc23)cc1 (stereo unspecified) | -1 | 11 | 7
CC(=O)Nc1ccc(S(=O)(=O)N2CCC(NC(=O)C(Cc3ccc(C)cc3)NC(C)=O)CC2)cc1 (stereo unspecified) | 1 | 1 | -5
CC(C)Oc1ccc(S(=O)(=O)N2CCOCC2)cc1NC(=O)CN1C(=O)c2ccccc2C1=O | 0 | -2 | 2
O=C(CSc1nnc(-c2cccc(F)c2)o1)NC1CCCC1 | 0 | -2 | 4
CCOC(=O)CCCCCC(=O)Nc1ccc2c(c1)CC(=O)N([C@@H](C)CO)C[C@H](C)[C@@H](CN(C)C(=O)Nc1ccc3c(c1)OCO3)O2 | -4 | 4 | 5
S=C(NCCCc1ccccc1)Nc1ccccc1 | 10 | 5 | 6
Cc1cc(C)c2c(n1)nn1c(N3CCN(Cc4ccccc4)CC3)cc(C)nc21 | 5 | 5 | 7
O=C(Nc1cccc(Cl)c1)C1CCCN(C2=NS(=O)(=O)c3ccccc32)C1 (stereo unspecified) | 3 | 3 | 2
CCCN(CC(=O)Nc1ccccc1C)C(=O)COC(=O)c1cnc(C)cn1 | 3 | 4 | 7
Cn1cc(C(=O)C(=O)NC2CC2)c2ccccc21 | 3 | 2 | 8
O=C(NCCCCCCNC(=O)OCc1ccccc1)OCc1ccccc1 | -7 | -1 | 2
CCN(C(=O)c1cccs1)C1CCS(=O)(=O)C1 (stereo unspecified) | -2 | 3 | 4
Cc1ccc(C(=O)NC(C)c2nnc(SCC(=O)NC3CCCC3)n2C)cc1 (stereo unspecified) | -5 | 4 | 3
CCc1ccc(C(O)(C(C)C)C(CN2CCOCC2)c2ccccc2)cc1 (stereo unspecified) | 5 | 2 | 4
Cc1ccccc1S(=O)(=O)N1C[C@H]2CON(C)[C@H]2C[C@H]1c1cccc(-c2ccc(C#N)cc2)c1 | 7 | 1 | 7
COc1ccc2nc(NCc3ccc(OC)c(OC)c3OC)sc2c1 | 10 | 3 | 0
O=C(Cc1ccc(NC(=O)C2CCCN(C(=O)C3CCCCC3)C2)cc1)Nc1ccc(C(=O)N2CCOCC2)cc1 (stereo unspecified) | 1 | 5 | 5
CCc1ccc(OCc2cccc(C(=O)N/N=C\c3cnn(C)c3C)c2)cc1 | -1 | 1 | 12
C=CCOn1c(=O)c(-c2ccc(F)cc2)[n+]([O-])c2ccccc21 | -1 | 1 | 3
COc1ccc(C(CNC(=O)c2cccc(S(=O)(=O)Nc3ccccc3OC)c2)N2CCCCC2)cc1 (stereo unspecified) | -2 | 6 | 5
COc1ccc(NC(=O)c2ccccc2Cl)c(NC(=O)c2ccco2)c1 | -8 | 0 | -1
COc1ccc(CNC(=O)c2c(O)c3cccc4c3n(c2=O)CCC4)cc1 | 1 | 1 | 8
O=C(COc1ccccc1Cl)Nc1cc(Cl)ccc1O | -4 | 1 | 1
CCN1C=C(C(=O)c2ccccc2)C(=O)CC1 | 6 | 4 | -1
COc1ccc(OC)c(CNc2ncc(-c3ccc(F)cc3)n2C)c1 | 3 | 1 | 14
COC(=O)CCC(C(=O)CN1C(=O)c2ccccc2C1=O)N1C(=O)c2ccccc2C1=O (stereo unspecified) | 5 | 3 | 1
Cc1ccc(C(=O)c2coc3ccc(O)cc23)cc1 | -2 | -3 | 14

The list goes on.
SMILES | PAFAH2 inh | PAFAH1B2 inh | PAFAH1B3 inh
O=C(CNC(=O)C1CCCCC1)OCC(=O)c1ccc(Br)cc1 | -2 | 15 | 5
CC1(c2ccccc2)CC(c2ccccc2)=C(C#N)C(=O)N1 (stereo unspecified) | 2 | 8 | 3
COc1ccc(CC(=O)N/N=C(\C)c2cccs2)cc1OC | 0 | 2 | 2
COCCN1CCN(C(=O)c2cc(COc3cncc(Cl)c3)on2)CC1 | -2 | 5 | -1
COc1ccc(CNC(=O)C(C)N2C(=O)NC3(CCCCCCC3)C2=O)cc1 (stereo unspecified) | 11 | 3 | 5
CS(=O)c1ccccc1-c1nc(-c2ccc([N+](=O)[O-])cc2)no1 (stereo unspecified) | -3 | 0 | -2
COC(=O)c1cc(NC(=O)COC(=O)CCc2c[nH]c3ccccc23)cc(C(=O)OC)c1 | 2 | 1 | 2
Cc1[nH]c(-c2ccc(F)cc2)cc1C(=O)N1CCN(c2ccccc2F)CC1 | -1 | 4 | 2
CCc1nc2ccc(C(=O)N(C)CC(=O)Nc3ccc(F)c(F)c3F)cc2nc1CC | -1 | -1 | 1
CCCCCN(C(=O)CCC(=O)OCC(=O)N1CCCCC1CC)c1c(N)n(CCCC)c(=O)[nH]c1=O (stereo unspecified) | -1 | 5 | 5
C/C(=N\NC(=O)C1CC1)c1ccc(C(C)(C)C)cc1 | -7 | -2 | 8
COc1cc(OC)c(C(=O)OCC(=O)N2CCN(S(=O)(=O)c3ccc(C)cc3C)CC2)cc1OC | 3 | 4 | 9
COc1ccc(C(=O)Nc2ccc3c(c2)OCCO3)cc1Br | 0 | 4 | 3
CCOC(=O)c1c(-c2ccc(C)cc2)csc1NC(=O)/C(C#N)=C/c1ccc(O)c(OC)c1 | 9 | 2 | 15
CCCn1c(CCNc2nc(-c3cccc(Br)c3)cs2)nc2ccccc21 | -1 | 0 | 4
Oc1ccccc1-c1nnco1 | 5 | 2 | 8
C/C(=N\O)c1sc(-c2ccccc2)nc1C | -8 | -1 | 4
CC1(C)OC1(C#N)c1ccccc1 (stereo unspecified) | 2 | 2 | 4
CC(C)c1ccc(C2OCCCO2)cc1 | 0 | 2 | 1
CC(C)(C)OC(=O)N1CCCC(C(=O)Nc2cccc(C(=O)NCCCc3ccccc3)c2)C1 (stereo unspecified) | -3 | 8 | 3

Some of the entries so far, in markdown:
| SMILES | PAFAH2 inh | PAFAH1B2 inh | PAFAH1B3 inh |
| --- | --- | --- | --- |
| COC(=O)CCC(C(=O)CN1C(=O)c2ccccc2C1=O)N1C(=O)c2ccccc2C1=O (stereo unspecified) | 5 | 3 | 1 |
| Cc1ccc(C(=O)c2coc3ccc(O)cc23)cc1 | -2 | -3 | 14 |
| O=C(CNC(=O)C1CCCCC1)OCC(=O)c1ccc(Br)cc1 | -2 | 15 | 5 |
| CC1(c2ccccc2)CC(c2ccccc2)=C(C#N)C(=O)N1 (stereo unspecified) | 2 | 8 | 3 |
| COc1ccc(CC(=O)N/N=C(\C)c2cccs2)cc1OC | 0 | 2 | 2 |
| COCCN1CCN(C(=O)c2cc(COc3cncc(Cl)c3)on2)CC1 | -2 | 5 | -1 |
| COc1ccc(CNC(=O)C(C)N2C(=O)NC3(CCCCCCC3)C2=O)cc1 (stereo unspecified) | 11 | 3 | 5 |
| CS(=O)c1ccccc1-c1nc(-c2ccc([N+](=O)[O-])cc2)no1 (stereo unspecified) | -3 | 0 | -2 |
| COC(=O)c1cc(NC(=O)COC(=O)CCc2c[nH]c3ccccc23)cc(C(=O)OC)c1 | 2 | 1 | 2 |
| Cc1[nH]c(-c2ccc(F)cc2)cc1C(=O)N1CCN(c2ccccc2F)CC1 | -1 | 4 | 2 |
| CCc1nc2ccc(C(=O)N(C)CC(=O)Nc3ccc(F)c(F)c3F)cc2nc1CC | -1 | -1 | 1 |
| CCCCCN(C(=O)CCC(=O)OCC(=O)N1CCCCC1CC)c1c(N)n(CCCC)c(=O)[nH]c1=O (stereo unspecified) | -1 | 5 | 5 |
| C/C(=N\NC(=O)C1CC1)c1ccc(C(C)(C)C)cc1 | -7 | -2 | 8 |
| COc1cc(OC)c(C(=O)OCC(=O)N2CCN(S(=O)(=O)c3ccc(C)cc3C)CC2)cc1OC | 3 | 4 | 9 |
| COc1ccc(C(=O)Nc2ccc3c(c2)OCCO3)cc1Br | 0 | 4 | 3 |
| CCOC(=O)c1c(-c2ccc(C)cc2)csc1NC(=O)/C(C#N)=C/c1ccc(O)c(OC)c1 | 9 | 2 | 15 |
| CCCn1c(CCNc2nc(-c3cccc(Br)c3)cs2)nc2ccccc21 | -1 | 0 | 4 |
| Oc1ccccc1-c1nnco1 | 5 | 2 | 8 |
| C/C(=N\O)c1sc(-c2ccccc2)nc1C | -8 | -1 | 4 |
| CC1(C)OC1(C#N)c1ccccc1 (stereo unspecified) | 2 | 2 | 4 |
| CC(C)c1ccc(C2OCCCO2)cc1 | 0 | 2 | 1 |
| CC(C)(C)OC(=O)N1CCCC(C(=O)Nc2cccc(C(=O)NCCCc3ccccc3)c2)C1 (stereo unspecified) | -3 | 8 | 3 |

Other structures.
SMILES | PAFAH2 inh | PAFAH1B2 inh | PAFAH1B3 inh
Cn1cc([N+](=O)[O-])c(C(=O)NC2CCCC2)n1 | 3 | 2 | -1
CC(C)(C)c1ccc(OCCC(=O)NCCc2ccc(S(N)(=O)=O)cc2)cc1 | 4 | 11 | 2
NC(=O)C1(Nc2ccc(C(=O)O)cc2)CCCC1 | -1 | 6 | 6
O=C(CCC(=O)Nc1ccccc1)NNS(=O)(=O)c1ccc(Cl)cc1 | -3 | 18 | 3

An excerpt. The share of hits here may be higher or lower than overall.
